D2 antagonist – D2 dopamine receptor (human) antagonism; HEK293 TREx D2 cells, calcium flux, dopamine EC80; inhibition, % at 10 µM; 2% of 340,000 active; AID 485344; in the data active = inhibition above about 30%; note: 0% is about no effect
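Tetracycline-induced HEK293 TREx cells expressing D2 receptor forced-coupled to calcium signalling, loaded with no-wash calcium dye. Compounds added and calcium flux read 180 s, then dopamine added at EC80 and read a further 180 s.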
mIDH1 inhibitor – inhibitors of human mutant IDH1 R132H | 0.093% of 390,000 active | AID 602179 | Potency, µM (titrated, usually from 76.6 µM), without a hit: at the top dose activity change, negative = inhibition, usual class: inhibitors | O75874 | IDH1-R132H enzyme, NADPH consumption, diaphorase/resazurin fluorescence; note: potency is the fitted concentration of half-maximal effect; % is set by controls: 0 for no effect and ±100 for the full control effect; nearly all actives have a fitted effect of over 65% in size
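IDH1-R132H (0.5 ug/mL dispensed) in pH 7.5 Tris buffer was preincubated 30 min with compound, then given a substrate mix of 0.016 mM NADPH and 2 mM alpha-KG for 80 min at room temperature; remaining NADPH was read by diaphorase/resazurin fluorescence.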
D2 ag – activates the human D2 dopamine receptor; HEK293 T-REx D2 cells, calcium flux agonist mode; 0.53% of 340,000 active; P14416; activation, % at 2 µM;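 active = activation over 3 SD above normal in the single-dose calcium agonist read, cut at about 30% in these data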; note: 0% is about no effect
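Agonism is scored from calcium flux in a force-coupled, inducible HEK293 cell line expressing D2, read kinetically for 180 s after compound addition against dopamine controls.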
TrxR1 substrate – is turned over as a substrate by rat TrxR1; Potency, µM (titrated, usually from 114 µM), for inactives: at the top dose activity change, negative = substrate turnover; 0.01% of 390,000 active; AID 588456; purified TrxR1 substrate turnover, NADPH consumption readout; O89049; note: potency is the fitted concentration of half-maximal effect; % is set by controls: 0 for no effect and ±100 for the full control effect; nearly all actives have a fitted effect of over 50% in size
Target sequence (O89049 whole entry, looked up): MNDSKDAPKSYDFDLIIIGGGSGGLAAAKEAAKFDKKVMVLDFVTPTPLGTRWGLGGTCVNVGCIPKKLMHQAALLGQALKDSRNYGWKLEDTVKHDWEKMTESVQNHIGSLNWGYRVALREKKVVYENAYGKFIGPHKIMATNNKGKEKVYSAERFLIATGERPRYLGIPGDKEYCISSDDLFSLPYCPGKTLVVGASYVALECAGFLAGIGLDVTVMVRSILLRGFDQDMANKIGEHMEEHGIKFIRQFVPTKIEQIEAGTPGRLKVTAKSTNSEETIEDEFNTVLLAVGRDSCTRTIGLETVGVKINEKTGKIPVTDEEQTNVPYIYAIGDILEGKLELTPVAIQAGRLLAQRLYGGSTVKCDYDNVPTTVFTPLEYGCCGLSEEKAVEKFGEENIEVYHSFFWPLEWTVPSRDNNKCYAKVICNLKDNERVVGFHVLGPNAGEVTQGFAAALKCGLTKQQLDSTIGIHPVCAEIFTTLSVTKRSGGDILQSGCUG
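Rat TrxR1, dispensed at 90 nM, was prereduced with 400 uM NADPH (final) for 5 min at ~22 deg C, then incubated with compound 15 min before 400 uM selenite. A first-read NADPH fluorescence drop versus no-compound background flagged substrates.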
TRHR agonist – activates the human TRH receptor; P34981; 0.18% of 360,000 active; TRHR cells, calcium flux fluo-8, FDSS agonist mode; activation, % at 2 µM; in the data active = activation above about 30%; note: 0% is about no effect
Target sequence (P34981 whole entry, looked up): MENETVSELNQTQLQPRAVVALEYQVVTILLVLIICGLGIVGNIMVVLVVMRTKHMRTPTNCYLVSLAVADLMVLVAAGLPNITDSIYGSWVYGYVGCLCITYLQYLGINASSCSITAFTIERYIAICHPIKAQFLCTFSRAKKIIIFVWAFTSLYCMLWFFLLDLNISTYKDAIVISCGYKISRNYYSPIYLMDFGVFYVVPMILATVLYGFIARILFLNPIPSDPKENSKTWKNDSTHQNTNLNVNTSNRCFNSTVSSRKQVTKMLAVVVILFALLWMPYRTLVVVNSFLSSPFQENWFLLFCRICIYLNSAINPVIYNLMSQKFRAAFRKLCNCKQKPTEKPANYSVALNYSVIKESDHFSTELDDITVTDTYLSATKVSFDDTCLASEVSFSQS
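TRHR-expressing cells, plated overnight in medium with 10% serum, were loaded with fluo-8 calcium dye at room temperature. After a 10 s baseline, library compound was pin-added and calcium release was recorded kinetically (ex 480/em 530) as agonist response.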
USP1-UAF1 inh – USP1/UAF1 (human) deubiquitinase inhibition; O94782; recombinant USP1/UAF1, Ub-Rhodamine cleavage fluorescence; Potency, µM (titrated, usually from 57.1 µM), without a hit: top-dose activity change, negative = inhibition, actives largely listed as inhibitors; 0.23% of 390,000 active; AID 743255; note: potency is the fitted concentration of half-maximal effect; % is set by controls: 0 for no effect and ±100 for the full control effect; nearly all actives have a fitted effect of over 60% in size; inactives centre near -12
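In this screen, compounds sit with the deubiquitinase complex (1nM) for 15 min at room temperature before Ub-Rho is added at 150nM final. Fluorescence rise is then followed for 6 reads every 60 seconds.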
TRHR enhancer – TRH receptor (human) allosteric enhancement; P34981; TRHR cells, fluo-8 calcium fluorescence, EC20 TRH enhancement; enhancement, % at 2 µM; 0.66% of 360,000 active; AID 493056; in the data active = enhancement above about 30%; note: 0% is about no effect
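Enhancer read-out: after compound pinning and an initial kinetic agonist-mode read, an EC20 of TRH (10 nM final) was injected and fluo-8 calcium signal (Ex 480/Em 530) followed at 1 s/cycle for 100 cycles in TRHR-expressing cells.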
TrxR1 inh – rat TrxR1 inhibition; O89049; recombinant rTrxR1, NADPH fluorescence consumption, selenite substrate; Potency, µM (highest dose often 114 µM), for the others: at the highest dose activity change, negative = inhibition, usual class: inhibitors; 1% of 390,000 active; AID 588453; note: potency is the fitted concentration of half-maximal effect; % is set by controls: 0 for no effect and ±100 for the full control effect; nearly all actives have a fitted effect of over 65% in size
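Rat TrxR1 (90 nM in the dispensed reagent) was pre-reduced with 400 uM NADPH for 5 min at room temperature, then incubated with compound for 15 min. After 400 uM selenite was added, NADPH fluorescence (Ex 340/Em 450 nm) was followed for 8 min.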
Pin1 inh – blocks the human prolyl isomerase Pin1 | Pin1 FP peptide displacement, HiFluor488, 10 min | Potency, µM (top dose mostly 115 µM), for the others: at the top dose activity, negative = inhibition, actives largely listed as inhibitors | 0.009% of 390,000 active | AID 504891; active = well fitted inhibition curve with a large enough effect in the polarisation, with a control signal flat, not every such curve was filed as active; inconclusive = small, poorly fitted or top-dose-only effect, or effect the other way, or a change in a side signal; inactive = no such curve, though single readings can be large or run the other way; the % refers to the polarisation; note: potency is the fitted concentration of half-maximal effect; % is set by controls: 0 for no effect and ±100 for the full control effect
Target sequence (Q13526 whole entry, looked up): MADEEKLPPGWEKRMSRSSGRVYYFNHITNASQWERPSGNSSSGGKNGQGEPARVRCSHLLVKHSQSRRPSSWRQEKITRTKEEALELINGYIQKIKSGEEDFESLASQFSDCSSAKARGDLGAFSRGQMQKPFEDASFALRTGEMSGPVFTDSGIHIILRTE
An asterisk follows results filed as active; ? = inconclusive; . = no result given; & = joins results of further samples; [ ] = dose if it differs, or a comment. Unless noted, calls come from the whole dose curve; as a rule, active = well fitted inhibition curve with a large enough effect; inconclusive = small, poorly fitted or top-dose-only effect; inactive = no such curve, though single readings can be large or run the other way. These rows are one share of the data; rates above refer to the full screens.

The opening eight records, ahead of the listing:
SMILES	D2 antagonist	mIDH1 inhibitor	D2 ag	TrxR1 substrate	TRHR agonist	USP1-UAF1 inh	TRHR enhancer	TrxR1 inh	Pin1 inh
CN(CC(=O)NCc1cccnc1)S(=O)(=O)c1ccc2c(c1)c(=O)n(C)c(=O)n2C	-25.3	3.7%	-0.5	7.6%	-0.4	?	16.8	20.5%	-2.4%
Cc1cc(=O)[nH]c(SCc2cc(Cl)ccc2OC(F)F)n1	-7.7	9.0%	-0.8	-3.9%	-1.8	-5.0%	3.6	-6.1%	-0.6%
COc1cccc(C(=O)N2CCN=C2SC)c1	-22.4	1.8%	1.1	3.9%[57.1 µM]	-0.6	-8.1%	-1.5	14.1%[57.1 µM]	-1.3%
NC(=O)c1ccccc1OCC(=O)Nc1ccc(Cl)c(Cl)c1	5.3	-2.5%	-0.4	6.9%	0.7	-23.8%	5.1	19.2%	12.3%
COc1ccc(CNc2ccc(C)c(C)c2)cc1	.	3.8%	.	8.7%[57.1 µM]	0.6	-7.0%	-3.9	20.0%[57.1 µM]	-6.4%
O=S(=O)(Nc1ccc(S(=O)(=O)N2CCCCCC2)cc1)c1cccs1	1.2	-1.3%	-0.8	6.0%	-0.9	-19.2%	3.1	12.7%	-4.9%
Cc1cc[n+](CC(=O)Nc2ccccc2)cc1	6.1	0.2%	0.5	7.3%[57.1 µM]	-0.1	-19.6%	-0.3	19.7%[57.1 µM]	-8.9%
COc1ccc(OC)c(NC(=O)COC(=O)CCC2CCCC2)c1	5.7	-5.8%	-0.8	-12.1%	-0.5	-19.9%	-0.5	-1.3%	-0.1%

Main list, from the first entry:
SMILES	D2 antagonist	mIDH1 inhibitor	D2 ag	TrxR1 substrate	TRHR agonist	USP1-UAF1 inh	TRHR enhancer	TrxR1 inh	Pin1 inh
CN(CC(=O)NCc1cccnc1)S(=O)(=O)c1ccc2c(c1)c(=O)n(C)c(=O)n2C	-25.3	3.7%	-0.5	7.6%	-0.4	?	16.8	20.5%	-2.4%
Cc1cc(=O)[nH]c(SCc2cc(Cl)ccc2OC(F)F)n1	-7.7	9.0%	-0.8	-3.9%	-1.8	-5.0%	3.6	-6.1%	-0.6%
COc1cccc(C(=O)N2CCN=C2SC)c1	-22.4	1.8%	1.1	3.9%[57.1 µM]	-0.6	-8.1%	-1.5	14.1%[57.1 µM]	-1.3%
NC(=O)c1ccccc1OCC(=O)Nc1ccc(Cl)c(Cl)c1	5.3	-2.5%	-0.4	6.9%	0.7	-23.8%	5.1	19.2%	12.3%
COc1ccc(CNc2ccc(C)c(C)c2)cc1	.	3.8%	.	8.7%[57.1 µM]	0.6	-7.0%	-3.9	20.0%[57.1 µM]	-6.4%
O=S(=O)(Nc1ccc(S(=O)(=O)N2CCCCCC2)cc1)c1cccs1	1.2	-1.3%	-0.8	6.0%	-0.9	-19.2%	3.1	12.7%	-4.9%
Cc1cc[n+](CC(=O)Nc2ccccc2)cc1	6.1	0.2%	0.5	7.3%[57.1 µM]	-0.1	-19.6%	-0.3	19.7%[57.1 µM]	-8.9%
COc1ccc(OC)c(NC(=O)COC(=O)CCC2CCCC2)c1	5.7	-5.8%	-0.8	-12.1%	-0.5	-19.9%	-0.5	-1.3%	-0.1%
CCC(=O)N1CCc2cc(S(=O)(=O)NC(C(=O)Nc3cc(OC)cc(OC)c3)C(C)C)ccc21 (configuration not stated)	.	8.6%	-0.3	5.4%	-0.1	-24.5%	-3.3	26.1%	-4.1%
Cc1ccc(S(=O)(=O)N(C)c2ccc(OC(C)C(=O)N(C)c3ccccc3)cc2)cc1 (configuration not stated)	-18.9	5.2%	-0.5	-9.2%[57.1 µM]	-0.2	-10.9%	-1.5	-2.5%	-1.1%
Cc1ccc(C(=O)NCC(=O)OCC(=O)NC(C)c2ccccc2)s1 (configuration not stated)	5.4	2.7%	0.2	1.0%	0.3	-8.5%	14.0	25.6%	-6.1%
CCCOC(=O)c1c(NC(=O)c2cc3ccccc3c(=O)o2)sc2c1CCC(C)C2 (configuration not stated)	.	0.0%	0.5	-0.5%	0.4	-17.0%	-1.5	0.2%	-10.1%
N#Cc1cccc(-c2nnc(SCc3ccccc3C#N)o2)c1	4.4	4.5%	-0.6	-3.0%	-1.1	-17.0%	-6.9	1.8%	-1.7%
CCN(CC)S(=O)(=O)N1CCC(C(=O)NCCN2CCOCC2)CC1	11.7	1.4%	-0.9	7.1%[57.1 µM]	-0.8	-9.5%	1.6	3.4%[57.1 µM]	0.6%
CN1CCN(C(=O)CCn2nc(-c3ccccc3)c3ccccc3c2=O)CC1	3.0	0.3%	-0.4	8.0%	0.0	-18.3%	2.2	19.5%	-11.0%
Cc1nc(SCC(=O)Nc2ccccc2C(F)(F)F)c(C#N)c(C)c1CC(=O)c1ccc(Br)cc1	2.6	.	0.5	.	0.9	.	1.0	.	.
COc1ccc(/C=C2/SC(=O)N(CC(=O)Nc3cc(C)on3)C2=O)cc1OC	-2.4	-2.5%	0.4	-0.4%	1.2	-16.6%	0.5	5.7%	-0.1%
COc1ccc(Cl)cc1NC(=O)CCN1C(=O)C2CC=CCC2C1=O (configuration not stated)	.	-5.3%	.	-2.5%	-0.6	5.1%	0.0	8.1%	-12.9%
CCNc1nc(Oc2ccc(=O)n(-c3ccccc3)n2)nc(N(C)C)n1	-1.2	-5.5%&2.6%	0.0&-0.3	0.8%	-0.5&0.0	1.9%&-9.9%	-6.4&-8.6	28.2%	1.3%&0.5%
C=C(C)CN(CC)C(=O)CCc1nnc(CCCc2ccccc2)o1	13.5	5.1%	0.3	-17.7%[57.1 µM]	1.3	-4.0%	0.2	16.0%[57.1 µM]	-0.9%
CCOC(=O)N1CCN(C(=O)/C(=C/c2cccs2)NC(=O)c2ccc(OC)c(OC)c2)CC1	-18.1	-2.6%	0.4	-5.5%	0.3	-5.1%	0.7	-10.4%[57.1 µM]	-9.4%
O=C(CSc1nnc2ccccn12)NC(=O)c1cccc([N+](=O)[O-])c1	.	-5.4%	.	11.7%[57.1 µM]	.	5.1%	.	3.6%[57.1 µM]	4.7%
NS(=O)(=O)c1ccc(CCNS(=O)(=O)c2ccc(Cl)nc2)cc1	0.5	-0.7%	0.3	3.5%	1.4	-13.3%	9.0	6.4%	1.2%
CC(NC(=O)CCCN1C(=O)CCn2nc(-c3cn(C)c4ccccc34)cc21)c1ccccc1 (configuration not stated)	.	-4.2%	-1.0	-0.4%[57.1 µM]	-1.1	-17.9%	-1.8	9.0%[57.1 µM]	-8.6%
CCc1sc(Nc2ccc(Cl)cc2)nc1-c1cc2cccc(OC)c2oc1=O	.	13.0%	-0.3	5.8%[57.1 µM]	-1.1	-10.1%	-0.5	15.4%[57.1 µM]	13.4%
Going on with the list.
SMILES	D2 antagonist	mIDH1 inhibitor	D2 ag	TrxR1 substrate	TRHR agonist	USP1-UAF1 inh	TRHR enhancer	TrxR1 inh	Pin1 inh
CCCc1cc(=O)oc2c(C)c(OCC(=O)NCc3ccccn3)ccc12	-4.5	12.1%	-1.9	7.0%	-0.4	-17.2%	-2.8	9.7%	3.0%
CN1CCN(CC(=O)Nc2c(C#N)cnn2-c2ccccc2)CC1	-6.4	0.3%	0.1	7.3%	-0.7	-27.1%	-0.8	22.3%	-0.2%
COC(=O)c1cc(NC(=O)c2cccc(Cl)c2)c(=O)oc1/C=C/Nc1cc(C)cc(C)c1	5.2	.	41.2*	.	37.7*	.	-2.8	.	.
COc1ccc(C2=CC(c3ccc(N(C)C)cc3)n3nnnc3N2)cc1 (configuration not stated)	.	17.9%	-0.1	8.8%[57.1 µM]	1.3	-12.6%	19.5	16.5%[57.1 µM]	?
Cc1c(N=C/C=C/c2ccccc2)c(=O)n(-c2ccccc2)n1C	-6.3	-8.3%	0.5	5.6%[57.1 µM]	0.2	-15.4%	-0.1	-15.4%[11.4 µM]	-3.1%
CCCOc1ccc(C(CC(=O)O)NC(=O)CC(c2ccccc2)c2ccccc2)cc1 (configuration not stated)	9.3	-6.3%	-0.8	5.0%[57.1 µM]	-0.5	-17.3%	-2.9	8.3%[57.1 µM]	2.2%
O=C1CCC(c2ccccc2)(c2ccccc2)CC1	15.5	5.7%	-2.5	2.5%	-0.7	-10.9%	-4.4	6.0%[57.1 µM]	-2.1%
Cc1occc1C(=O)Nc1cc(=O)n(C)c(=O)n1C	1.3	6.0%	-0.7	19.2%	0.9	-19.4%	0.1	10.4%	?
COc1ccc(N(CC(=O)N2CCN(c3ccc(F)cc3)CC2)S(=O)(=O)c2c(C)nn(C)c2C)cc1	.	-4.1%	-0.8	5.5%	0.3	?	-3.4	19.7%	-0.8%
CCc1ccc(NC(=O)c2ccc3[nH]c(C)c(C)c3c2)cc1	.	15.4%	0.1	-7.0%[57.1 µM]	-0.5	-10.4%	3.9	-6.5%[57.1 µM]	1.5%
CC1CN(c2ccc(NC(=O)c3ccco3)cc2C(=O)O)CC(C)O1 (configuration not stated)	6.2	-7.5%	0.7	36.6%[activator]	0.4	-21.4%	30.1*	3.6%	4.5%
CC12CCC=CC1=C(C=O)C1C2CCC2(C)C(O)CCC12 (configuration not stated)	.	0.7%	.	-5.3%[2.29 µM]	.	?	.	-10.0%[2.29 µM]	-0.8%
CCOc1cc(CNn2nnnc2N)ccc1OCC(=O)NC(C)(C)C	3.8	-2.8%	-0.6	-1.6%	0.1	-7.5%	5.4	17.2%	4.0%
Cc1c(C(=O)OC2CCCCC2)[nH]c2c1C(=O)CC(C)(C)C2	21.5	2.2%	0.8	5.5%[57.1 µM]	-0.4	-17.5%	14.8	7.6%[57.1 µM]	-4.1%
Cc1ccc(Cl)cc1N1CCN(S(C)(=O)=O)CC1	7.3	-0.2%	-0.2	6.6%	-0.6	7.9%	-1.3	18.1%	6.8%

Source: PubChem (National Center for Advancing Translational Sciences (NCATS))
